Bioassay records (PubChem)
KCNK3 inh – human KCNK3 channel inhibition, primary screen | hit rate 0.84% among 340,000 | O14649 | B-score at 10 µM | CHO-KCNK3 thallium flux, FluxOR fluorescence; stronger effect = lower value;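 active = B-score under library mean minus 4 SD, starting fluorescence ratio at most library mean plus 5 SD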;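 also: more negative B-score means stronger inhibition of thallium flux through KCNK3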
Target sequence (O14649 whole entry, looked up): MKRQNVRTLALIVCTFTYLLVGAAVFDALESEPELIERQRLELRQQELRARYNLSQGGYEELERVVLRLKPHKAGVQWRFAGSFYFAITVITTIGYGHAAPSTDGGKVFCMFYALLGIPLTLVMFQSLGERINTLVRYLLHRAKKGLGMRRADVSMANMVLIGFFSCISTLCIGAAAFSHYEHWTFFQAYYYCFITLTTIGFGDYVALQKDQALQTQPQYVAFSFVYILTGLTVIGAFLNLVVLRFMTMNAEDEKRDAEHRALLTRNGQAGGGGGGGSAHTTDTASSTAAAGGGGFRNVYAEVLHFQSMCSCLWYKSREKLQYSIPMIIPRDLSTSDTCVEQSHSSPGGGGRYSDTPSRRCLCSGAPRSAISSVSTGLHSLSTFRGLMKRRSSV
KCNQ1 act – potentiators or activators of human KCNQ1 potassium channel | CHO-K1 KCNQ1, thallium flux FluxOR fluorescence; stronger effect = higher value | B-score at 10 µM | AID 2648 | hit rate 0.35% among 310,000 | P51787;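 active = fluorescence ratio B-score, a plate-corrected score, at least three library SD, with initial intensity B-score within 5 SD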
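Material: CHO-K1 cells stably expressing KCNQ1. Medium: assay buffer for compound exposure, DMSO matched across wells. Reagent: K+/Tl+ depolarizing stimulus. Compound dosing: single-concentration screen. Times: 37 °C overnight plating, 90-min dark dye load, 20-min compound pretreatment. Technique: FluxOR Tl+ flux fluorescence.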
hERG rescue – shields human hERG channel from block by proarrhythmic agents; Q12809; CHO-hERG, FluxOR thallium flux, dofetilide IC70 present; activation (rescue from dofetilide block), less the hit threshold, % at 10 µM; hit rate 0.51% among 310,000; AID 1511;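 active = activation above the mean of controls blocked by dofetilide plus 5 SD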;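 also: thallium influx through hERG after potassium depolarization seen as dye fluorescence rise; in these data hits start at about 4.7%; inactives centre near -7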
KCNK9 block – inhibitors of human KCNK9 two-pore domain potassium channel | Q9NPC2 | HEK293 KCNK9, FluxOR thallium flux fluorescence; stronger effect = lower value | B-score at 10 µM | hit rate 1.2% among 310,000 | AID 488922;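 active = ratio B-score over 3 SD below the library mean, with starting fluorescence within 5 SD of its mean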;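 also: negative B-score means less thallium flux so channel inhibition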
KCNQ1 block – inhibitors of human KCNQ1 potassium channel; P51787; CHO-K1 KCNQ1, FluxOR thallium flux fluorescence; stronger effect = higher value; B-score at 10 µM; hit rate 1.3% among 310,000;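 active = compounds whose thallium flux B-score, printed positive for inhibition, exceeds three library SD while starting fluorescence stays within three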;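 also: channel opened by potassium depolarization with thallium stimulus after 20 min compound exposure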
TRPC4 PAM – TRPC4 (mouse) allosteric potentiation; B-score at 10 µM; hit rate 0.42% among 310,000; AID 2227; Q9QUQ5; HEK293 TRPC4beta/mu-opioid, DAMGO EC20, Fluo-4 Ca2+ flux; stronger effect = higher value;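 active = B-score of calcium response area above 5 SD of library B-scores, with initial fluorescence ratio within 5 SD of library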;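 also: B-score of integrated fluorescence ratio over time as area under calcium response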
ANO1 activ – mouse TMEM16A channel activation, primary screen. Q8BHY3. HEK293 TMEM16A/YFP-H148Q/I152L, iodide quench fluorescence; stronger effect = lower value. B-score at 10 µM. hit rate 0.3% among 340,000. AID 623877;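 active = fluorescence-ratio B-score plate-corrected deviation score at least 3 library SD below zero, with starting fluorescence score within 5 deviations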;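 also: channel opened by trigger with iodide after compound preincubation; score built on the fluorescence ratio of max minus min over baseline; more negative score means more quench and so TMEM16A activation or potentiation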
TRPC4 agonist – opens the mouse TRPC4 cation channel. Q9QUQ5. HEK293 TRPC4beta/mu-opioid, Fluo4 calcium fluorescence; stronger effect = higher value. B-score at 10 µM. hit rate 0.49% among 310,000;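 active = B-score above 5 SD of library B-scores, and initial fluorescence ratio not above library mean plus 5 SD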;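 also: positive B-score marks a calcium rise read as TRPC4 activation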
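Assay system: HEK293 stable line with TRPC4beta plus mu-opioid receptor; schedule: 45 min room-temperature Fluo4 loading, 110 s read; technique: kinetic Fluo4 calcium fluorescence; evaluation: integrated baseline-normalised fluorescence ratio, converted to per-well B score; controls: buffer (low) and maximal DAMGO (high)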
DYRK1A inh – blocks rat Dyrk1A kinase activity; Q63470; ADP-Glo luminescence, NFATc1 peptide; hit rate 0.43% among 310,000; AID 504441; inhibition, % at 12.5 µM; in the data active = inhibition above about 50%;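 also: plate controls were vehicle with enzyme for no effect and no enzyme for full effect; many of its hits are not listed in these tables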
HDAC3 inhib – blocks human histone deacetylase 3; recombinant HDAC3, fluorogenic peptide/trypsin coupled, fluorescence; inhibition, % at 8.3 µM; hit rate 0.15% among 320,000; AID 2718; in the data active = inhibition above about 26%, passing the limit was not always enough; inconclusive = no clear call, values can overlap the other calls
Target sequence (O15379 whole entry, looked up): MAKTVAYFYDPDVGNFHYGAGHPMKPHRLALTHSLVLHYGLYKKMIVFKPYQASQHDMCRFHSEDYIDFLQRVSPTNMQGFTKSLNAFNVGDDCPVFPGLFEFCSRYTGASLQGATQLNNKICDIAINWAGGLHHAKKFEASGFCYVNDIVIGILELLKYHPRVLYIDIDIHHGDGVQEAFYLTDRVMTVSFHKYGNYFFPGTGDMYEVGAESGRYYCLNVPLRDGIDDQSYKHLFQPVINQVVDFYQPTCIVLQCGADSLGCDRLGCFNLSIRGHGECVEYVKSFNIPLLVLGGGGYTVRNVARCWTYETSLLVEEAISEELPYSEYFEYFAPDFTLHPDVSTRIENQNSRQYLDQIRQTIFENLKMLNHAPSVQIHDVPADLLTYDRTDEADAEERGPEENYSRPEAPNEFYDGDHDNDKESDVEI
TMEM16A inh – inhibitors of mouse TMEM16A calcium-activated chloride channel; Q8BHY3; HEK293 TMEM16A/YFP iodide influx fluorescence, ionomycin; normalized B-score (activity score, 25-100; higher = stronger inhibition) at 10 µM; hit rate 1.2% among 310,000;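 active = ratio plate-corrected score three or more library SD toward inhibition, starting fluorescence score within five deviations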;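 also: score derived from kinetic fluorescence span divided by baseline fluorescence per well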
Numbers without * were called inactive; i = inactive; ? = inconclusive; / = no result given. These rows are one share of the data (hit frequency here may not be typical).

SMILES	KCNK3 inh	KCNQ1 act	hERG rescue	KCNK9 block	KCNQ1 block	TRPC4 PAM	ANO1 activ	TRPC4 agonist	DYRK1A inh	HDAC3 inhib	TMEM16A inh
CCCNC(=O)COc1ccccc1[N+](=O)[O-]	i	i	-4	i	i	i	i	i	-6	-1	i
O=C(NCc1ccc(F)cc1)C1CCN(S(=O)(=O)N2CCCC2)CC1	i	i	-8	i	i	i	i	i	-5	-2	i
CCCc1nnc(NC(=O)c2ccncc2)s1	i	i	-4	i	i	i	i	i	-7	-4	i
COC(=O)CCC(=O)NC(=S)Nc1c(C)cccc1C	i	i	-1	i	i	i	i	i	-6	-3	i
COc1cc(C(C2C(=O)CC(C)(C)CC2=O)C2C(=O)CC(C)(C)CC2=O)ccc1O	i	i	-7	i	i	i	i	i	-3	-5	i
O=C(Nc1nc(-c2ccccn2)cs1)c1cccc(-n2cnnn2)c1	i	i	-16	i	i	13*	i	i	23	-8	i
O=S1(=O)NC2CCCCCN2c2ccc(F)cc21 (stereo not given)	i	i	-9	i	i	i	i	i	9	-6	i
CC(C)(C)CC(=O)N1CCC(c2nc3c(nnn3Cc3c(F)cccc3Cl)c(=O)[nH]2)CC1	i	i	-10	i	i	i	i	i	0	3	i
Cn1c(=O)c2c(nc(OC/C=C/c3ccccc3)n2C)n(C)c1=O	i	i	-4	i	i	i	i	i	-6	-1	i
CC(OC(=O)c1oc2ccccc2c1COc1ccccc1)C(=O)NC(N)=O (stereo not given)	i	i	-5	i	i	i	i	i	1	-2	i
Cc1cccc2cc(C#N)c(NCc3ccccc3)nc12	i	i	-2	i	i	i	i	i	5	-21	i
O=C(COc1cccc2cccnc12)N/N=C/c1ccccc1O	i	i	-15	i	i	i	i	i	-3	/	i
COc1ccc(C2OC(=O)CC2C(=O)N2CCN(c3cc(Cl)ccc3C)CC2)cc1OC (stereo not given)	i	i	-15	i	i	i	i	i	2	1	i
Cc1ccc(CC2CC(=O)N(CCc3ccccc3)C2=O)cc1 (stereo not given)	i	i	-14	i	i	i	i	i	-5	-1	i
COc1ccc(OC)c(NC(=O)Nc2cccnc2)c1	i	i	-13	i	i	i	i	i	-4	0	i
Cc1ccc2cc3c(NC(=O)C(C)C)nn(C)c3nc2c1	i	i	-4	i	i	i	i	i	7	-3	i
Cc1ccccc1OCC1CNC(=O)O1 (stereo not given)	i	i	-8	i	i	i	i	i	-2	9	i
CCn1c(SCC(=O)NC2=NCCS2)nnc1C(C)NC(=O)c1ccccc1F (stereo not given)	i	i	-4	i	i	i	i	i	1	6	i
CC1CC(C)CN(c2ncnc3c2cnn3C)C1 (stereo not given)	i	i	-10	i	i	i	i	i	1	3	i
CC(NS(=O)(=O)c1ccc(F)cc1)C(c1cccs1)N1CCN(C)CC1 (stereo not given)	i	i	-7	i	i	i	i	i	3	3	i
Cc1ccc(-n2c(O)c(C=Nc3ccccc3-c3n[nH]c(=S)[nH]c3=O)c3ccccc3c2=O)c(C)c1	i	i	-12	i	i	i	i	i	-2	1	i
CCc1ccc(OCCSc2nc3ccccc3n2CCC(=O)O)cc1	i	i	3	i	i	i	i	i	3	0	i
COC(=O)/N=C/c1c(NCc2ccccc2)nc2c(C)cccn2c1=O	i	i	-2	i	i	i	i	i	-6	-5	i
Cc1ccc(C)n1-c1ccsc1C(=O)CC#N	i	i	-18	i	i	i	i	i	-3	-13	i
COc1ccccc1Cn1c(=S)[nH]c2cc(C(=O)NCCN3CCOCC3)ccc2c1=O	i	i	-14	i	i	i	i	i	-3	5	i
Cc1cccc(C(=O)N2CCN(c3ccccn3)CC2)c1	i	i	-1	i	i	i	i	i	/	-1	i
CCN1C(=Nc2ccc(Cl)cc2)SC/C1=C\C(=O)OC	i	i	-8	i	i	i	i	i	-4	1	i
O=C(Cn1ccc2ccccc2c1=O)NCCC(=O)Nc1cccnc1	i	i	-2	i	i	i	i	i	2	6	i
O=C(CSc1ccc2nnc(-c3ccc(F)cc3)n2n1)NCc1ccco1	i	i	2	i	i	i	i	i	0	-1	i
CC1CCCN(c2ccc(C(=O)NCC3CCCO3)cn2)C1 (stereo not given)	i	i	-4	i	i	i	/	i	2	/	i
CCNC(=O)C1CCCN1S(=O)(=O)c1ccc(OC)cc1 (stereo not given)	i	i	-12	i	i	i	i	i	1	4	i
O=C(c1ccccc1)n1ccc(-c2cccs2)n1	i	i	-5	i	i	i	i	i	-4	13	i
O=c1[nH]c(CN2CCN(CCO)CC2)nc2ccccc12	i	i	-7	i	i	i	i	i	-2	-2	i
O=C1CCC(=O)N1CC(=O)N1CCCc2ccccc21	i	i	-5	i	i	i	i	i	-4	-1	i
c1ccc(-c2ccc3c(c2)c2c4n3CCN=C4CCC2)cc1	i	i	-28	i	i	i	i	i	16	6	i
CCOC(=O)C1CCN(c2nnc(N3CCCC3=O)s2)CC1	i	i	-5	i	i	i	i	i	1	3	i
COCCNS(=O)(=O)c1cc(-c2nn(C)c(=O)c3ccccc23)ccc1C	i	i	-1	i	i	i	/	i	8	3	i
Cc1cc(C(=O)N2CCCC(C(=O)c3ccc(Cl)cc3C)C2)no1 (stereo not given)	i	i	-10	i	i	i	i	i	-3	15	i
O=C(NCc1ccc(Cl)cc1)C1CCC(CNc2c(N3CCCCC3)c(=O)c2=O)CC1 (stereo not given)	i	i	-4	i	i	i	i	i	2	-5	i
CC(C)(C)OC(=O)NCC12C=CC(O1)C1C(=O)N(Cc3ccccc3)C(=O)C12 (stereo not given)	i	i	-8	i	i	i	i	i	-1	0	i
Cc1ccc(NC(=O)c2ccc(-c3nn(C)c(=O)c4ccccc34)cc2)c(C)c1	i	i	-13	i	i	i	i	i	-3	5	i
CC(=O)Cc1nsc(NC(=O)c2cc(-c3cccc(C(F)(F)F)c3)oc2C)n1	i	i	-7	i	i	i	i	i	2	-1	i
COc1cc(OC)cc(C(=O)NCCNC(=O)c2ccccc2)c1	i	i	-9	i	i	i	i	i	-3	-2	i
CN1C(=O)NC(c2cccc([N+](=O)[O-])c2)C2=C1CCCC2=O (stereo not given)	i	i	0	i	i	i	i	i	1	-9	i
Cc1cccc(C)c1N(CC(=O)N1CCN(c2ccccc2F)CC1)S(C)(=O)=O	i	i	-14	i	i	i	i	i	-4	2	i
C=CCc1ccccc1OCC(O)CN(CC)CC (stereo not given)	i	i	-4	i	i	i	i	i	-3	-1	i
CCSC1=N/C(=C\c2ccccc2)C(=O)N1c1ccc(OC)cc1	i	i	-4	i	i	i	i	i	4	1	i
O=C(c1cccc(F)c1)N1CCCc2ccccc21	i	i	-4	i	i	i	i	i	1	-3	i
NC(=O)c1ccsc1N	/	i	-12	i	i	i	/	i	/	-5	i
Fc1cccc(CCN2CCN=C2Nc2ccccc2)c1	i	/	/	/	/	/	i	/	5	1	i

Shown with two lines to a compound: part of the list above.
Order of results – KCNK3 inh	KCNQ1 act	hERG rescue	KCNK9 block	KCNQ1 block	TRPC4 PAM	ANO1 activ	TRPC4 agonist	DYRK1A inh	HDAC3 inhib	TMEM16A inh
> C=CCc1ccccc1OCC(O)CN(CC)CC (stereo not given)
  i	i	-4	i	i	i	i	i	-3	-1	i
> Cc1ccc(NC(=O)c2ccc(-c3nn(C)c(=O)c4ccccc34)cc2)c(C)c1
  i	i	-13	i	i	i	i	i	-3	5	i
> NC(=O)c1ccsc1N
  /	i	-12	i	i	i	/	i	/	-5	i
> CN1C(=O)NC(c2cccc([N+](=O)[O-])c2)C2=C1CCCC2=O (stereo not given)
  i	i	0	i	i	i	i	i	1	-9	i

The listing continues:
SMILES	KCNK3 inh	KCNQ1 act	hERG rescue	KCNK9 block	KCNQ1 block	TRPC4 PAM	ANO1 activ	TRPC4 agonist	DYRK1A inh	HDAC3 inhib	TMEM16A inh
COc1cccc(C(CC(=O)Nc2cccc3ccccc23)NC(=O)c2ccccc2)c1 (stereo not given)	i	i	-15	i	i	i	i	i	-4	2	i
COc1cc(OC)c(OC)cc1CN1CCCC(C(=O)c2ccc3c(c2)OCO3)C1 (stereo not given)	i	i	-8	i	i	i	i	i	2	3	i
COc1ccc(OC)c(NC(=O)CSc2nc(=O)n(Cc3ccccn3)c3c2CCC3)c1	i	i	-14	i	i	i	i	i	14	0	i
Cc1ccc(-n2ncc3c(=O)[nH]c(SCC(=O)N4CCN(c5ccccc5)CC4)nc32)cc1	i	i	-7	i	i	i	i	i	/	2	i
CN(C(=O)CC1C(=O)NCCN1Cc1ccccc1C(F)(F)F)C1CCOCC1 (stereo not given)	i	i	-7	i	i	i	i	i	-5	-10	i
CCNC(=S)N/N=C(\C)c1ccc(Cl)s1	i	i	1	i	i	i	i	i	-2	3	i
O=C1CSC(c2ccccn2)N1c1ccc(Br)cc1 (stereo not given)	i	i	0	i	i	i	i	i	/	-2	i
Cc1ccc(OCC(=O)Nc2ccc3c(c2)OCO3)c([N+](=O)[O-])n1	i	i	-1	i	i	i	i	i	5	-4	i
C=CCn1c(CSc2nc3ccccc3s2)nnc1SCC(=O)NCc1ccco1	i	i	-15	i	i	i	i	i	-4	3	i
Cc1ccc(NC(=O)Nc2ccc3c(c2)N(C)C(=O)CS3)nc1	i	i	-3	i	i	i	i	i	4	6	i
CC1(C)Cc2c(c(-c3ccccc3)nc(N3CCCC3)c2C(N)=O)CO1	i	i	-7	i	i	i	i	i	2	?	i
CCOC(=O)C(=CNc1ccc(C)cc1C)C(=O)OCC	i	i	2	i	i	i	i	i	-3	11	i
CN1CCN(C(=O)c2cc3ccccc3oc2=O)CC1	i	i	-1	i	i	i	i	i	1	6	i
Clc1ccccc1C1Nc2cccc3cccc(c23)N1	i	i	-10	i	i	i	i	i	/	-7	i
CN(C)C(=O)c1cn(-c2ccc(Cl)cc2)c(=O)c2ccccc12	i	i	-9	i	i	i	i	i	0	1	i
Cc1ccc(CNCC(O)(c2ccccc2)c2ccccc2)cc1	i	i	-10	i	i	i	i	i	1	-8	i
COc1ccccc1N1CCN(C(=O)CCSCc2ccccc2F)CC1	i	i	-24	i	i	i	i	i	9	-1	i
O=C(CC1SC(N2CCCC2)=NC1=O)Nc1ccc(C(=O)N2CCN(c3cccc(Cl)c3)CC2)cc1 (stereo not given)	i	i	-13	i	i	i	i	i	0	-3	i
CC(=O)c1cccc(NC(=O)CCCNC(=O)c2ccc(Cl)cc2)c1	i	i	-6	i	i	i	i	i	-9	-1	i
